Compound activity as filed in PubChem.
PME-1 primary – blocks human protein phosphatase methylesterase 1 | Q9Y570 | recombinant PME-1, FP-Rh probe fluorescence polarization | inhibition, % at 5.9 µM | hit rate 0.53% among 320,000;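 active means inhibition above the campaign mean of all compounds plus 3 SD, cut at about 26% in these data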;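 further: competitive labeling of PME-1 active site by serine hydrolase directed probe; 0% = PME-1 with DMSO and 100% = wells lacking PME-1 enzyme; inhibitors block probe labeling so polarization falls and inhibition rises; many of its hits are not listed in these tables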
GRK2 inh – blocks RNA aptamer binding to human GRK2. bead flow cytometry, FAM-aptamer displacement from GRK2. inhibition of aptamer binding, % at 10 µM. hit rate 0.59% among 330,000. AID 488847;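 active means inhibition of aptamer binding above 40%, roughly 3 SD of noise, on plates passing a quality check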;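 further: median bead fluorescence of bound FAM aptamer so fluorescent compounds give negative values; no value below 0 was filed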
Efflux pump mplx – inhibitors of Candida antifungal efflux pumps expressed in yeast; S. cerevisiae Candida pump triplex, Nile Red efflux; inhibition, % at 10 µM; hit rate 0.44% among 330,000; AID 485275;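 active means plate passing quality check with inhibition over a set limit, or well fluorescence over plate mean plus 4 SD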;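 further: Nile Red retained in pooled yeast measured as flow cytometry median fluorescence; 0% = buffer negative control and 100% = Enniatin B positive control; higher means more Nile Red kept so more efflux inhibition; some compounds called inactive have numbers as strong as hits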
Fam108B inh – counter-screen for RBBP9 inhibitors: inhibitors of mouse Fam108B. recombinant Fam108B, FP-Rh probe fluorescence polarization. inhibition, % at 9.51 µM. hit rate 0.33% among 300,000. AID 1947;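 active means inhibition above the screen mean inhibition plus 3 SD, computed separately per campaign, cut at about 18% in these data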;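 further: inhibitors lower polarization as less probe binds the enzyme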
VLA-4 inh – inhibition in a human VLA-4 binding assay | P13612 | VLA-4 expressing cells, ligand binding flow cytometry | inhibition, % (about 7 µM as worked out from the volumes in the protocol) | hit rate 0.2% among 330,000 | AID 2557; in the data active means inhibition above about 50%
GLD-1 RNA inh – GLD-1-TGE RNA interaction inhibition (C. elegans) | purified GLD-1 + fluorescein TGE RNA, fluorescence polarization | hit rate 0.44% among 320,000 | inhibition, % at 5.96 µM;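 active means percent inhibition above a per-plate cutoff, the plate mean of test compounds plus 3 SD, cut at about 30% in these data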;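 further: 0% = DMSO wells with GLD-1 and probe and 100% = wells lacking GLD-1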
Target sequence (Q17339 whole entry, looked up): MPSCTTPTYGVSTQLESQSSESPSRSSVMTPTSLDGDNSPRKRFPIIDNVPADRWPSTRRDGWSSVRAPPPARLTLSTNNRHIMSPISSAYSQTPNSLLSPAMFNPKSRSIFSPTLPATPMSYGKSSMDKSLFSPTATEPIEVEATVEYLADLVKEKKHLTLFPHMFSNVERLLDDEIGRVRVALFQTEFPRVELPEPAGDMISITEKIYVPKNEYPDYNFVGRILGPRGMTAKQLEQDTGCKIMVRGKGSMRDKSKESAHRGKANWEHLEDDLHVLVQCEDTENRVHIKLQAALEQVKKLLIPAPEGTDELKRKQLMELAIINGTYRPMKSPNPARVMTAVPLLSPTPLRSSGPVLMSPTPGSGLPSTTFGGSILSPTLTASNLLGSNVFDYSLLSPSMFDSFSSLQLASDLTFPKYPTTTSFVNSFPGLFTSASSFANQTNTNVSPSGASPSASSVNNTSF
Bcl-xL primary – Bcl-xL (human) inhibition; Q07817; GST-Bcl-xL / FITC-Bim BH3 peptide fluorescence polarization; inhibition, % at 10.9 µM; hit rate 0.7% among 320,000; AID 2129;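 active means inhibition above the mean of all tested compounds plus 3 SD, cutoff set per campaign, cut at about 30% in these data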;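 further: 0% = DMSO wells and 100% = unlabeled Bim-BH3 peptide competitor; inhibitors lower millipolarization by displacing the labeled peptide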
MEX-5 binding – C. elegans MEX-5 TCR-2 RNA binding activity; MEX-5/FITC-TCR2 RNA binding, fluorescence polarization; hits give low values; AID 1832; hit rate 0.38% among 300,000; activity score (negative = inhibition of binding), % at 10 µM;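 active means inhibition past about -25% in most replicates, and total fluorescence under double the plate's negative control median, limit read from the data; inconclusive means replicates evenly split on the limit, or fluorescence at least double controls; inactive means too little inhibition in most replicates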;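 further: 0% = DMSO and -100% = 5 µM competing unlabeled TCR2 RNA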
Target sequence (Q9XUB2 whole entry, looked up): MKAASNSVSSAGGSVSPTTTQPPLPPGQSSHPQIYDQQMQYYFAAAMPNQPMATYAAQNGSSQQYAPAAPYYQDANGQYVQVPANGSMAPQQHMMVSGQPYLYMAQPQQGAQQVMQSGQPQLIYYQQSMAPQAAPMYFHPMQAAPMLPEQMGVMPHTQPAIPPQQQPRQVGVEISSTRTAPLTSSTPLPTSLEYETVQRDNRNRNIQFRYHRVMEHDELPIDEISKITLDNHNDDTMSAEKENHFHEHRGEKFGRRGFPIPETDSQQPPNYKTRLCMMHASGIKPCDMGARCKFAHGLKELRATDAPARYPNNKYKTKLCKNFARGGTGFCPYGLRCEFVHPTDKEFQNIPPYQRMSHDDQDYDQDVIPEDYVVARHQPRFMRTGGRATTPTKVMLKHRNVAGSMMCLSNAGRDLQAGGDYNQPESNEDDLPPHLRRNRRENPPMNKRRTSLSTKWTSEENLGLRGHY
MCL1-BIM inh – disrupts human MCL1 binding to BIM-BH3 peptide; Q07820; GST-MCL1 / FITC-Bim-BH3 fluorescence polarization; inhibition, % at 10.9 µM; hit rate 0.68% among 320,000; AID 2057;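 active means inhibition above the mean inhibition of all tested compounds plus 3 SD, set per campaign, cut at about 40% in these data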;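 further: 0% = DMSO wells and 100% = unlabeled Bim-BH3 peptide control; higher means more loss of mP so more displacement of Bim peptide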
* hit, by the source's call; ? = inconclusive; / = no result given. Not all compounds are listed. The share of hits here may be higher or lower than overall.

SMILES	PME-1 primary	GRK2 inh	Efflux pump mplx	Fam108B inh	VLA-4 inh	GLD-1 RNA inh	Bcl-xL primary	MEX-5 binding	MCL1-BIM inh
COc1cc2sc(-c3ccccc3OC)c(-c3ccc(O)cc3)c2cc1OC	/	3	-0.3	/	5	1	/	/	/
Cc1ccc(C2CC(=O)N3CN(c4ccc(Br)cc4)CSC3=C2C#N)o1 (stereo not given)	5	1	0.1	5	10	-1	18	2.0	26
CC(C)(C)NC(=O)C(c1ccncc1)N(C(=O)c1csnn1)C1CC1 (stereo not given)	4	0	0.0	3	0	0	1	0.2	5
N#Cc1c(-c2ccc(Br)cc2)nc2n(c1=O)CCCS2	3	0	0.2	-3	1	8	0	3.2	0
CCC(=O)N(CCc1ccccc1C)Cc1cc2cc3c(cc2[nH]c1=O)OCO3	4	32	0.0	7	-2	9	7	-0.1	5
COc1ccc(NC(=O)CN(C)C(=O)c2cc(S(=O)(=O)N(C)C)ccc2N2CCCC2)cc1	3	1	-0.1	-2	-1	-6	-13	-2.4	-16
Cc1ccc(C(=O)N/C(=C/c2ccc(Cl)cc2)C(=O)Nc2cccc(C(=O)O)c2)cc1	4	0	0.2	2	-7	7	8	1.0	8
N#C/C(=C\c1ccc(/C=C(/C#N)c2nn(CCO)c(N)c2C#N)cc1)c1nn(CCO)c(N)c1C#N	13	0	0.1	-6	4	-3	6	/	5
COc1cc(C(=O)OCC(=O)N2CC(C)OC(C)C2)cc(OC)c1OC (stereo not given)	0	0	0.2	4	19	-6	3	-1.3	0
O=C(NCCC1=CCCCC1)c1cc(COc2ccc(F)cc2Cl)on1	-2	3	0.0	-7	-1	0	7	/	9
C[C@@H]1CN([C@@H](C)CO)C(=O)c2cccc(NC(=O)C3CCCCC3)c2O[C@@H]1CN(C)C(=O)NC1CCCCC1	/	0	0.1	/	-1	9	/	/	/
COc1ccc2cnn(-c3ccc(OC(F)(F)Cl)cc3)c(=O)c2c1OC	-1	4	-0.1	-2	3	4	1	1.9	7
CC1(C)CC(=O)C2=C(C1)Nc1ncnn1C2c1cccs1 (stereo not given)	-2	2	-0.1	-1	-3	-7	-1	1.9	-2
NS(=O)(=O)c1ccc(Nc2c([N+](=O)[O-])cncc2[N+](=O)[O-])cc1	-5	/	-0.1	1	4	2	0	-0.7	2
C/C(=C\C(=O)c1ccc(Br)cc1)Nc1cccc(Cl)c1	1	0	-0.1	2	9	2	5	1.0	2

Part of the list above, in markdown:
| structure | PME-1 primary | GRK2 inh | Efflux pump mplx | Fam108B inh | VLA-4 inh | GLD-1 RNA inh | Bcl-xL primary | MEX-5 binding | MCL1-BIM inh |
| --- | --- | --- | --- | --- | --- | --- | --- | --- | --- |
| CC(C)(C)NC(=O)C(c1ccncc1)N(C(=O)c1csnn1)C1CC1 (stereo not given) | 4 | 0 | 0.0 | 3 | 0 | 0 | 1 | 0.2 | 5 |
| COc1cc2sc(-c3ccccc3OC)c(-c3ccc(O)cc3)c2cc1OC | / | 3 | -0.3 | / | 5 | 1 | / | / | / |

(continued)
SMILES	PME-1 primary	GRK2 inh	Efflux pump mplx	Fam108B inh	VLA-4 inh	GLD-1 RNA inh	Bcl-xL primary	MEX-5 binding	MCL1-BIM inh
O=C(CCN1C(=O)/C(=C/c2ccc3c(c2)OCO3)SC1=S)NNC(=O)c1cccnc1	-3	0	-0.1	-1	7	-2	-5	-17	-9
CC(C(=O)N1CCN(c2ccccc2)CC1)c1ccc([N+](=O)[O-])cc1 (stereo not given)	-1	1	0.0	1	1	0	1	1.8	2
Cc1cccc(NS(=O)(=O)c2ccc3[nH]c(=O)oc3c2)c1C	/	1	-0.2	/	-9	0	/	/	/
COCc1nnc(NC(=O)c2cccs2)s1	-5	5	-0.2	0	2	7	8	1.7	7
O=C(O)CCSc1nc2ccccc2s1	0	3	0.0	1	12	-3	6	-0.8	3
COc1cccc(C2=N/C(=C\N(C)C)C(=O)O2)c1	5	3	0.0	10	16	-4	-2	-2.1	-2
CC(NC(=O)c1nn(C)c(=O)c2ccccc12)c1ccc(F)cc1 (stereo not given)	0	3	0.1	0	3	-1	0	1.2	0
CCOc1ccc(S(=O)(=O)N2CCC(C(=O)NCc3cccnc3)CC2)cc1	3	2	-0.7	1	2	1	3	-2.9	1
N#CCCN(C1CCCCC1)S(=O)(=O)c1cccc2nsnc12	9	5	0.0	2	0	2	-1	-0.5	7
Oc1cccc(-c2nc3ccccc3s2)c1	-5	2	0.1	-3	0	4	7	-2.4	4
CCOC(=O)NC1(C(F)(F)F)NC(=O)N(c2cccc(C(F)(F)F)c2)C1=O (stereo not given)	-2	2	0.2	-2	10	2	3	0.2	1
COc1ccc(N2CCN(CCCNC(=O)Cn3c(=O)c4cccn4c4ccccc43)CC2)cc1	-1	0	0.1	1	14	2	5	-2.1	-3
CC#CCN1c2ccccc2[C@]23C[C@@H](C(=O)OC)N(C(=O)C4CCC4)C2=NC(C(=O)OC)=C(C(=O)OC)[C@H]13	4	0	-0.1	-5	12	4	0	3.5	-5
COc1ccc(/C=N/N=C2/NC(=O)C(CC(=O)O)S2)cc1OCc1ccccc1Cl (stereo not given)	4	1	-0.1	1	5	1	7	-1.5	6
Nc1ccccc1Nc1cc(-c2ccccc2)nn1-c1ccccc1	5	0	-0.9	8	7	-3	-1	0.4	0
CCc1cc2c(SCC(=O)NCC3CCCO3)ncnc2s1 (stereo not given)	0	0	-0.1	/	5	8	4	/	5
O=S(=O)(c1ccccc1)[C@@]1(c2ccccc2)C[C@@H]2ON=C(c3cccc(-c4ccccc4)c3)[C@@H]2C1	-10	0	0.0	-8	4	-2	4	1.7	7
CCC(=O)NC(=S)Nc1cccc(NC(=O)c2ccco2)c1	3	1	-0.1	5	4	0	11	1.3	13
CN(C(=O)CSc1nnc(C2CC2)n1-c1ccccc1)C1CCS(=O)(=O)C1 (stereo not given)	4	0	0.1	/	2	11	-2	/	1
Cc1cc(C)c(C)c(OCCOCCN2CCN(C)CC2)c1	3	1	0.3	3	8	-9	2	-1.4	-8
COc1cccc(CN2C(=O)CCC2(C)C(=O)NC2CCCCC2)c1 (stereo not given)	6	0	0.0	1	6	5	3	3.8	3
CCn1c(=O)c2sccc2n2c(CCCC(=O)NCCc3ccc(S(N)(=O)=O)cc3)nnc12	1	0	-0.2	-2	31	-5	-2	0.1	-1
O=C1c2cccc3cc([N+](=O)[O-])cc(c23)C(=O)N1/N=C/c1ccc(O)cc1O	11	1	0.2	13	-8	60*	56*	0.3	61*
Cc1ccc(C)c(NC(=O)CS(=O)(=O)c2c[nH]c3ccccc23)c1	-1	0	-0.1	2	5	-2	3	1.2	-2
S=C(c1cn(Cc2ccc(Br)cc2)c2ccccc12)N1CCOCC1	-1	0	-0.6	0	-2	6	4	/	7
O=C(NC1CCCCC1)N1CCc2[nH]c3ccccc3c2C1	-1	5	-0.1	-5	-3	13	16	-7.5	7
Cc1ccccc1CNC(=O)C1CCC(=O)N(C2CC2)C1 (stereo not given)	4	1	-0.3	0	17	-1	5	-3.9	2
O=C(Oc1ccc(OC(=O)C2CCC2)cc1)C1CCC1	-2	0	0.0	10	-4	2	-2	-4.5	2
C=CCSc1nnc(C)n1-c1ccc(Cl)cc1	-1	2	0.1	0	18	-2	4	2.6	3
CCN(CCCNC(=O)COc1cc(=O)n(CC)c2ccccc12)Cc1ccccc1	3	1	0.0	5	11	7	3	-1.0	4
Cc1ccccc1NC(=S)N(Cc1cccs1)C1CCCC1	-4	0	-0.1	-2	0	5	2	-2.5	1
O=C(Nc1ccc2c(c1)CCC2)Nc1ccc(F)cc1F	-3	0	0.1	3	15	5	0	1.5	-2
CCOc1ccccc1NC(=O)C1CCC(CNc2c(N3CCOCC3)c(=O)c2=O)CC1 (stereo not given)	0	2	-0.1	2	-22	-1	7	-1.9	11
Cc1noc(NC(=O)c2ccc(F)cc2)c1C#N	0	0	-0.1	1	-5	0	4	-2.5	5
COc1ccc(C(=O)OCC(=O)NCCCc2ccccc2)cc1OC	0	0	0.0	-1	0	1	4	-4.0	-5
Cc1cc(C)nc(N2N=C(c3ccccc3)CC2=O)n1	4	0	-0.3	0	0	-10	1	-18	5
O=C(CCN1C(=O)c2ccccc2C1=O)OCN1C(=O)c2ccccc2C1=O	5	0	-0.1	5	5	14	3	1.6	-4
COc1ccc(C(=O)Nc2nnc(S(=O)(=O)Cc3ccccc3)s2)cc1	-2	1	0.4	-2	18	1	1	-0.7	3
CCCCn1c(N)c(N(CCOC)C(=O)c2ccc(NC3CC3)c([N+](=O)[O-])c2)c(=O)[nH]c1=O	-2	1	0.2	-3	-3	-3	-10	-3.0	-3
COc1ccc(C(=O)Nc2ccccc2C(=O)N/N=C/c2ccccn2)cc1OC	-15	6	0.1	-4	3	9	18	-1.1	21
CCOC(=O)c1ccccc1NC(=O)CSc1ccc(-c2ccccn2)nn1	6	0	0.2	8	0	-6	4	-2.8	10
Cc1ccc(CNC(=O)C(=O)NCCC2CCCCN2S(=O)(=O)c2ccccc2)cc1 (stereo not given)	0	1	0.0	1	9	3	3	1.6	2
Cn1cc(CN2CCC(n3nccc3NC(=O)C3CCCC3)CC2)cn1	/	2	-0.1	/	16	/	/	3.5	/
CCOc1ccc(S(=O)(=O)N2CCCCC2)cc1NC(=O)C1=COCCO1	2	0	0.1	-2	36	2	-1	-0.3	-1
CCOc1ccc(N(CC(=O)Nc2nccs2)S(=O)(=O)c2c(C)noc2C)cc1	1	0	0.1	-1	12	-5	10	1.3	5
Nc1ccn(CC(=O)NCc2ccccc2)c(=O)n1	-1	0	0.7	/	0	-4	2	/	2
O=C(NCCCN1CCOCC1)c1cc(-c2ccc(F)cc2)no1	-4	0	0.2	0	12	7	3	-0.1	-1
O=C(Nc1ccc(F)cc1F)N1CCN(c2ncccn2)CC1	5	1	0.1	1	4	-6	-1	-3.4	-3
CCOc1cc(NC(=O)c2cccs2)c(OCC)cc1NC(=O)CCC(=O)NCC1CCCO1 (stereo not given)	-3	0	-0.1	2	-1	0	0	2.0	2
O=C(CSc1ccc(-c2ccc(-n3cccn3)cc2)nn1)Nc1ccccc1F	5	1	0.1	-1	2	5	3	-1.3	8
Cc1cc(C2C(C#N)=C(N)OC3=C2C(=O)CC(C)(C)C3)c(C)s1 (stereo not given)	-1	3	0.1	1	4	0	1	1.5	-6
Nc1nonc1-n1nnc(C(=O)N/N=C/c2cccc(F)c2)c1-c1ccc2c(c1)OCO2	-8	0	-0.3	-9	3	4	-2	0.1	7
O=C(N/N=C/c1ccc(O)cc1O)c1ccc(NC(=O)C2CCCCC2)cc1	19	2	-0.1	18	2	2	6	-0.9	11
O=C(COC(=O)c1cccc(S(=O)(=O)N2CCN(c3ccc(F)cc3)CC2)c1)NCC1CCCO1 (stereo not given)	0	7	-0.1	2	4	5	10	0.2	13
Cc1cc(C)cc(NC(=O)CCNS(=O)(=O)c2ccc3c(c2)oc(=O)n3C)c1	-1	2	-0.3	2	-9	-5	4	0.5	-3
COC(=O)c1ccc(NS(=O)(=O)c2ccc3c(c2)oc(=O)n3C)cc1	-1	3	-0.2	1	7	-6	5	3.2	6
COc1ccc(CNC(=O)C(C#N)c2nc3ccccc3nc2N2CCCC2)cc1 (stereo not given)	1	3	0.0	1	12	2	46*	?	54*
C1CNCCOCCNCCN1	-7	3	-0.2	3	3	2	2	0.5	7
CCC1CCCCN1C(=O)CSc1nc2c(cnn2-c2ccc(C)cc2)c(=O)[nH]1 (stereo not given)	-3	1	0.1	-5	31	-5	3	1.6	7
